# Bioassay records from PubChem.
# HSF1 inhib: HSF1 inhibition | NIH3T3-HGL HSE-luciferase, MG132-induced, luminescence 8 h; stronger effect = lower value | activity change, negative = inhibition, % at 7.5 µM (by protocol) | 300,000 compounds, 0.77% hits;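 active = more than half of replicate wells show activity change below -50%, luminescence cut by over half; inconclusive = some wells, but at most half, below -50%; inactive = no replicate well below -50%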;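 also: luciferase reports HSF-1 transcriptional activity via heat shock element; 0% = median of DMSO wells and -100% = zero luminescence signal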
# IEC-6 tox: IEC-6 cytotoxicity, counter-screen for KLF5 inhibitors | luminescence viability | inhibition, % at 5 µM | 290,000 compounds, 0.78% hits | AID 1825; in the data active = inhibition above about 22%;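 also: 0% = plate median of test compound wells and 100% = cytotoxic reference compound wells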
# HDAC3 inh: inhibitors of human histone deacetylase 3; O15379; recombinant HDAC3, fluorogenic peptide/trypsin coupled, fluorescence; inhibition, % at 8.3 µM; 320,000 compounds, 0.15% hits; AID 2718; in the data active = inhibition above about 26%, passing the limit was not always enough; inconclusive = no clear call, values can overlap the other calls
# Target sequence (O15379 whole entry, looked up): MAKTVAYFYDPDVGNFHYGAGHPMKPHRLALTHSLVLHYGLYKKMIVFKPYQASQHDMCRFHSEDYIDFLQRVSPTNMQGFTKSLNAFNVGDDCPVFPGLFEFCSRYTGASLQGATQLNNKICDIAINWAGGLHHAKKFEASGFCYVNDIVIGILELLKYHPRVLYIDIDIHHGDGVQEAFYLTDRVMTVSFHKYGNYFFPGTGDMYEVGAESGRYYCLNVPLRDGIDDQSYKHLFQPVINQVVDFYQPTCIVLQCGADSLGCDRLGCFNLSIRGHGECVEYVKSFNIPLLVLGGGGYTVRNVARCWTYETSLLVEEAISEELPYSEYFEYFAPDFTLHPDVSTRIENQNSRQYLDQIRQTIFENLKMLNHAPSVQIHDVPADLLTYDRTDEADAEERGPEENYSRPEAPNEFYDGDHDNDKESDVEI
# HSF-1 act: increases HSF-1 driven luciferase reporter signal; NIH3T3-HGL HSF-1 luciferase reporter, MG132, 8 h; 100% = twice DMSO control signal; activation, % at 9 µM; 300,000 compounds, 1.7% hits;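 active = mean replicate activation of at least 50% with a set share of replicates each reaching 50%; inconclusive = only one of those two conditions met; inactive = mean below 50% and too few replicates reaching it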;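 also: 0% = median of the neutral control wells and 100% = twice that signal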
# KLF5 inh: inhibitors of KLF5 expression; DLD-1 KLF5 promoter-luciferase reporter, luminescence; inhibition, % at 5 µM; 290,000 compounds, 0.23% hits;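 active = inhibition above a per-plate limit of that plate's mean compound inhibition plus 3 SD, cut at about 60% in these data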;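 also: 0% = DMSO wells and 100% = LY294002 at 200 µM; higher means less KLF5 promoter-driven luciferase light; inactives centre near -14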
# Platelet DG rel: platelet dense granule release activity | human platelet-rich plasma, SFLLRN dense granule ATP release, luminescence | inhibition, %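 (compounds screened at 7.5 µM in platelet-rich plasma)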 | 300,000 compounds, 0.22% hits | AID 1663;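 active = mean replicate score, as percent of positive control, at or above 50; inconclusive = mean below 50 but at least one replicate at or above 50; inactive = mean and every replicate below 50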
# HIF activator: HIF pathway transcriptional activation. U2OS HRE-luciferase reporter, luminescence; normalized: DMSO 0%, desferrioxamine 100%. activation, % at 7.5 µM (by protocol). 300,000 compounds, 0.32% hits. AID 1910;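 active = mean activation of at least 10% of the iron chelator positive control signal, with at least half of replicates also reaching 10%; inconclusive = mean and replicate majority disagree about reaching 10%; inactive = mean and most replicates under 10%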
# aSyn UTR inh: MLPCN primary screen, SNCA 5' untranslated region. inhibition, % (tested at 7.5 µM). AID 1813. alpha-synuclein 5'UTR reporter, inhibitor activity. 300,000 compounds, 0.82% hits; in the data active = inhibition above about 60%; inconclusive = no clear call, values can overlap the other calls;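 also: H4 neuroglioblastoma cells stably carrying SNCA 5'UTR luciferase fusion; 0% = DMSO wells and 100% = positive control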
# AI-2 QS modul: modulators of Vibrio harveyi AI-2 quorum sensing system; activity change, % at 7.5 µM; 300,000 compounds, 0.4% hits; Vibrio harveyi JMH597 AI-2 luminescence/OD600 ratio, 9 h; stronger effect = lower value; strain lacks LuxN and CqsS sensors; 0 = neutral-control median; in the data active = activity change below about -75%, passing the limit was not always enough; inconclusive = no clear call, values can overlap the other calls;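 also: luminescence divided by OD600 gain over 9 h not by final OD600 alone; inactives centre near 13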
# HSP90 refold inh: inhibitors of HSP90 luciferase refolding in rabbit reticulocyte lysate. 290,000 compounds, 0.91% hits. luciferase refolding luminescence, 3 h. inhibition, % at 5.6 µM;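 active = inhibition above the screen-wide mean plus 3 SD, computed separately per campaign, cut at about 16% in these data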;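 also: 0% = DMSO wells and 100% = 60 µM geldanamycin wells; inhibitors lower the luminescence because luciferase stays unfolded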
# Starred values were filed as active, the others as inactive; ? = inconclusive; . = not tested or not shown.
SMILES,HSF1 inhib,IEC-6 tox,HDAC3 inh,HSF-1 act,KLF5 inh,Platelet DG rel,HIF activator,aSyn UTR inh,AI-2 QS modul,HSP90 refold inh
Cc1ccccc1NC(=O)CCCN1C(=O)C2CC=CCC2C1=O (stereo unspecified),1,0,1,14,-11,-4,0.7,2,11,-1
COCCNc1nc(-c2cc(C(=O)Nc3ccccc3)on2)cc(C(C)C)n1,-1,.,4,5,.,-4,0.3,8,16,.
Cc1[nH]c2ccccc2c1C(=O)C(C)OC(=O)C1CCC1 (stereo unspecified),5,.,-1,19,.,-34,-0.6,-7,5,.
COCCN(CCOC)c1cc(C)c(C#N)c2nc3ccccc3n12,-8,2,-17,22,-5,-5,-0.4,0,21,3
CCC(C)(C)NC(=O)COc1ccc(OCc2ccccc2)cc1,-1,0,11,10,0,3,0.2,-29,20,-3
CCCN(Cc1cc2cc(C)ccc2[nH]c1=O)S(C)(=O)=O,2,0,-9,6,-38,-1,-0.6,10,28,0
Cc1ccccc1CC1CCN(CCCNC(=O)Nc2ccccc2)CC1,3,4,-2,-15,0,-3,1.1,5,1,-4
Cn1c(=O)cc(Nc2ccccc2)c2c(=O)n(-c3ccccc3)c(=O)n(-c3ccccc3)c21,15,19,15,37,19,-28,-0.3,-8,27,15
COc1ccc(OCc2cccc(C(=O)O)c2)cc1,-90*,.,6,-91,.,14,-2.2,128*,29,.
O=C(Cn1cnc([N+](=O)[O-])c1)Nc1ccccc1C(F)(F)F,1,2,4,3,5,9,-0.3,-11,.,2
CC(C)N1CCc2c(sc(NC(=O)c3ccc([N+](=O)[O-])o3)c2C(N)=O)C1,64,99*,2,110*,72*,0,-1.6,104*,-90*,5
CCCCNC(=O)CSc1nc2cc3c(cc2c(=O)n1Cc1ccco1)OCO3,2,0,-1,9,-13,7,-0.1,15,7,3
NC(=S)Nc1nccc(-c2cccs2)n1,8,5,1,34,-13,2,3.1,-34,32,-1
COc1ccccc1N(CC(=O)NCCc1ccccc1)C(=O)CCC(=O)Nc1ccccn1,-6,6,1,-17,17,-9,0.1,2,0,1
CC1CN(CC(O)COc2ccc(C#N)cc2)CCN1CC(O)COc1ccc(C#N)cc1 (stereo unspecified),2,2,-6,29,-58,9,-0.2,5,18,1
CC(=O)/C=C1\SC(CC(=O)O)C(=O)N1c1ccccc1 (stereo unspecified),-5,6,0,-6,2,-1,-0.2,9,41,5
O=C(CSc1ccc2nnc(-c3ccccn3)n2n1)Nc1cccc(F)c1,8,0,5,6,-10,-3,-0.1,-3,7,-1
COc1ccc(NC(=O)c2cccs2)cc1NC(=O)c1ccco1,1,-4,4,2,-29,-1,-0.2,-21,0,-1
CCOc1ccc(NC(=O)CSc2nnc(Cc3cccn3C)n2-c2ccc(F)cc2)cc1,3,-2,2,5,-12,0,0.1,6,13,-8
COc1cc(OC)c2c(-c3ccccc3)cc(=O)oc2c1C(CCN1CCCC1)c1ccc2c(c1)OCO2 (stereo unspecified),-3,.,9,-17,.,-1,0.1,0,-6,.
CN1CCN(c2ccccc2NC(=O)c2ccc(N3CCCCC3)c([N+](=O)[O-])c2)CC1,-13,0,4,-8,-18,6,-0.6,-23,-4,-4
O=C(CNC(=O)c1ccc(N2C(=O)c3ccccc3C2=O)cc1)OCC(=O)c1cccc2ccccc12,0,-8,3,-1,-8,7,-3.4,15,13,-3
CN1/C(=C\C(=O)Nc2ccc(F)cc2)C(C)(C)c2ccccc21,8,-3,-1,2,-10,-33,0.8,17,8,-3
CCC(CC)C(=O)c1c[nH]c(C(=O)NCCCN2CCOCC2)c1,1,0,0,25,-2,-2,0.5,-17,-3,0
CN1C(C(=O)Nc2ccc(OC(F)(F)F)cc2)=CC(c2ccc3c(c2)OCO3)=NS1(=O)=O,-3,-5,12,-11,-18,13,-0.6,-18,39,0

# (listing goes on)
SMILES,HSF1 inhib,IEC-6 tox,HDAC3 inh,HSF-1 act,KLF5 inh,Platelet DG rel,HIF activator,aSyn UTR inh,AI-2 QS modul,HSP90 refold inh
Cc1nc(C)c(C(=O)Nc2ccccc2-c2ccccc2)o1,-4,0,3,-5,-24,-7,0.0,0,16,3
N#C/C(=C(/O)COC(=O)c1ccc(Cl)c(S(=O)(=O)N2CCOCC2)c1)c1nc2ccccc2[nH]1,-9,-1,1,-4,-6,4,0.2,13,35,-5
CCn1c(SCC(=O)NCc2cccs2)nnc1-c1ccco1,-2,1,7,-8,0,-2,-1.6,4,5,5
CC(Oc1ccc(Cl)cc1Cl)C(=O)NCCCn1ccnc1 (stereo unspecified),-3,9,1,4,-16,-4,-1.3,18,10,4
CCS(=O)(=O)NCC(c1ccco1)N1CCN(c2ccccc2F)CC1 (stereo unspecified),-4,-1,8,5,-20,-9,-0.3,-23,27,-5
Cc1ccc(NC(=O)c2cnccn2)nc1,6,0,-20,5,-128,-4,2.1,-78,17,-7
CC1CCN(S(=O)(=O)c2ccc3c(c2)N(CC(=O)NCCN2C(C)CCCC2C)C(=O)CS3)CC1 (stereo unspecified),1,-2,6,9,-50,3,0.0,12,36,21*
O=C(CNC(=O)c1ccccc1)N/N=C/c1ccc([N+](=O)[O-])s1,22,-5,10,22,-13,1,-0.4,-19,-8,4
COc1ccc(-c2n[nH]c(=S)nc2-c2ccc(OC)cc2)cc1,-16,-1,7,-22,-1,3,-0.6,13,44,-3
Clc1ccc(OCc2nnc3n2N=C(c2ccc4c(c2)OCCO4)CS3)c(Cl)c1,-13,-4,0,-10,-27,-1,0.1,35,23,-1
O=C(CSc1nc(Nc2ccccc2)nc(N2CCOCC2)n1)Nc1cccc([N+](=O)[O-])c1,18,18,-4,17,-2,-1,0.2,0,21,-5
Cc1ccc(NC(=O)C2CC(=O)n3c(nc4ccccc43)N2)cc1C (stereo unspecified),-15,-6,0,-7,-20,-5,0.1,-8,9,-3
c1ccc(Cc2nnc3n2N=C(c2ccccc2)CS3)cc1,4,1,-6,0,7,-1,-0.4,40,14,0
Cc1ccccc1NC(=O)C1CCCN(S(=O)(=O)c2c(C)noc2C)C1 (stereo unspecified),4,-5,-2,-11,-22,0,1.3,-22,15,-5
COc1ccc(C(=O)N[C@H](C(=O)OCc2cc(=O)oc3cc(C)ccc23)C(C)C)cc1,3,3,3,0,-19,-81,-0.4,20,10,-6
CC(=O)c1cccc(NC(=O)C(C)N(C)CC(=O)Nc2ccc(Cl)cc2)c1 (stereo unspecified),0,-2,13,7,13,6,0.5,17,18,-1
COc1cc(C(=O)N[C@@H](C)C(=O)N2CCC3(CC2)NCCc2[nH]cnc23)cc(OC)c1OC,-5,-11,-8,-9,-17,-3,-0.8,-2,12,0
NNc1nc(-c2ccccc2)cc(-c2ccc(Br)cc2)n1,1,-6,-1,9,-29,-2,-0.9,-48,3,2
COC(=O)C(C)(C)ONC(=O)Nc1ccccc1Br,-9,-6,-2,1,-25,-14,.,-18,8,-5
O=C(COc1ccccc1)N1CCN(C(=O)COc2ccccc2)CC1,-34,0,-3,-53,-39,-17,-0.1,13,16,-3
CCOC(=O)NCc1ccc2c(c1)cc(C)n2C,0,-2,5,12,3,-2,0.8,11,19,2
CCOc1cc(C)c(S(=O)(=O)NCc2ccccn2)cc1C,-2,4,-6,-7,-20,-1,2.7,9,0,0
Cc1cc(=O)[nH]n(CCO)c1=O,-5,-7,1,-3,11,-1,-0.3,5,8,-1
CC(=O)N(Cc1cccs1)Cc1cc2cc(C)c(C)cc2nc1Cl,3,0,1,-3,-16,11,-0.9,10,17,1
Cc1cc(C)c(S(=O)(=O)N2CCOC2CNC(=O)C(=O)NCCCN2CCOCC2)c(C)c1 (stereo unspecified),1,0,0,9,-19,-2,-0.7,9,15,-4

# More structures follow.
SMILES,HSF1 inhib,IEC-6 tox,HDAC3 inh,HSF-1 act,KLF5 inh,Platelet DG rel,HIF activator,aSyn UTR inh,AI-2 QS modul,HSP90 refold inh
O=C(Nc1ccc(N2C(=O)CCC2=O)cc1Cl)c1cccs1,-5,-5,-1,1,-11,4,-0.2,-10,16,2
CN(C(=O)CSc1ncc(C(F)(F)F)cc1Cl)c1c(N)n(Cc2ccccc2)c(=O)[nH]c1=O,-5,-4,-7,4,-26,-3,-0.9,15,30,-8
COc1cccc(CN2CCN(Cc3cc(OC)c(OC)c(OC)c3)CC2)c1OC,-8,-3,-1,15,-49,21,0.8,18,1,-2
Cc1cccc(OCC(=O)Nc2ccc(N3CCN(C(=O)c4ccccc4)CC3)cc2)c1,-10,-1,-14,-23,-18,-1,-0.1,37,17,7
CCN1C(=O)/C(=C\N2CCCCCC2)SC1=S,48,-5,-1,67*,-25,-14,-27,-112,-33,2
COc1ccc(CN(C)C(=S)Nc2ccc(Cl)cc2)cc1,3,-1,9,25,-23,6,0.5,-10,3,3
CCc1ccc[n+](-c2nc3ccccc3nc2C(=C=[N-])C#N)c1,8,4,6,2,-30,4,0.2,-18,5,6
O=S(=O)(CCSc1ccccn1)c1nc2ccccc2s1,12,5,2,15,-29,-3,0.1,-41,?,-3
COC(=O)c1ccccc1NC(=O)CCS(=O)(=O)c1ccc(Br)s1,-8,1,11,4,-61,-4,-0.4,-15,3,-3
CCOC(=O)c1c2n(c3c(NCc4ccccc4)ncnc13)CCCC2,-2,5,0,-6,-2,4,-0.5,33,17,1
CCC(=O)N1CCc2cc(S(=O)(=O)NCCN3CCC(C)CC3)ccc21,-5,8,4,-6,-18,4,0.7,6,15,9
CCCCCc1cccnc1,-6,-2,.,0,6,-15,0.0,5,-4,-2
COc1ccc(CC(=O)Nc2cccc(-c3nnc(-c4ccccc4)o3)c2)cc1OC,-24,-1,.,-21,-72,5,376*,-28,13,3
CCOc1ccc(C(=O)O/N=C(\N)c2ccc([N+](=O)[O-])cc2)cc1OCC,-9,-6,1,-12,0,-6,0.2,4,11,7
COc1cccc(C(=O)Nc2cc(NC(=O)c3cccs3)ccc2C)c1OC,-14,12,5,-5,-28,-1,3.4,22,5,3
COc1cccc(NC(=O)N2CCCC2C(=O)Nc2ccc3c(c2)OCO3)c1 (stereo unspecified),-1,-7,7,-14,-24,0,-0.1,8,24,-1
Cc1nc2ccccc2c(=O)n1CCCO,-2,2,8,23,0,7,-0.1,35,22,4
Cc1nc(SCc2ccccc2)n[nH]1,7,3,2,10,-111,-9,0.9,-45,4,3
Cc1ccc(CN2CC(C(=O)Nc3cc(S(C)(=O)=O)ccc3Cl)CC2=O)cc1 (stereo unspecified),0,-1,9,14,-9,0,-12,8,14,-1
CCCCC(=O)NS(=O)(=O)c1ccc(N=NN(CC)CC)cc1,-3,-2,-2,-8,-19,2,0.0,3,2,-4
CCOC(=O)C1CCN(Cc2oc(CO)cc(=O)c2O)CC1,0,2,0,-2,-35,0,0.8,-8,14,7
CN(Cc1cc(=O)[nH]c2ccccc12)C(=O)c1ccccc1,3,-6,-3,-4,-8,6,0.1,-22,17,-4
CCc1ccc(CN(C)C(=O)C2CCC(=O)N(CC3CCCCC3)C2)cc1 (stereo unspecified),-5,7,1,20,-19,-3,0.3,3,0,2
